RAD54 inh: RAD54 (human) branch migration inhibition; inhibition, % at 10.4 µM; Q92698; RAD54 Holliday junction branch migration, FAM/BHQ fluorescence; 360,000 compounds, 0.14% hits;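 active means mean normalized replicate activity at least 40 and at least half of replicates scoring 40 or more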;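 further: 0% = median of neutral control wells and 100% = median of positive control wells; inhibitors cause a drop in the FAM fluorescence signal; in these data hits start at about 50%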
ARNT-TACC3 inh: ARNT/TACC3 interaction disruption; Q9Y6A5; AlphaScreen His-ARNT PAS-B/GST-TACC3 binding, luminescence; TACC3 fragment carries E629A point mutation; inhibition, % at 9.99 µM; 390,000 compounds, 0.66% hits; AID 623870;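 active means mean inhibition of replicates at least 50% and at least half of replicates each reaching 50%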;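 further: 0% = complete ARNT plus TACC3 wells and 100% = ARNT alone without TACC3; many hits fall short of the cut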
CFTR F508del cor: correctors of CFTR F508del function in bronchial epithelial cells | CFBE cells, YFP halide quenching; stimulated with forskolin plus potentiator P3; % fluorescence drop versus neutral controls | activity (quench increase), % at 7.58 µM | 350,000 compounds, 0.36% hits;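 active means mean added fluorescence quench of at least 8% versus neutral control, with both replicates also reaching 8%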;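 further: cells transiently co-express mutant CFTR-F508del with the halide-sensitive YFP; corrector assay measuring rescue of mutant channel to the surface after 24 h compound exposure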
Xi reactivation: X-chromosome reactivation activator; activation, % at 7.58 µM; 360,000 compounds, 0.055% hits; XiGFP mouse fibroblasts, % GFP-positive cells imaging, 3 d; cells co-treated with 5-aza-dC sensitizer; scaled so ellipticine positive control = 100%;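 active means mean normalized replicate activation at least 10% and every replicate at or above 10%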;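 further: 0% = median of on-plate neutral control wells and 100% = ellipticine 6 µM median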
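System: 68-5-11 XiGFP fibroblast line; Timing: 3 days compound exposure; Compound dosing: one concentration, pinned; Benchmarks: positive control ellipticine, 6 µM final; Buffer or medium: DMEM containing 5-aza-dC.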
esBAF inh: SWI/SNF esBAF complex inhibition; 350,000 compounds, 2% hits; reporter increase, % at 12.5 µM; mouse ES cells, Bmi1-luciferase knock-in reporter, 24 h; 100% = twice the neutral-well signal; in the data active means activation above about 40%;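 further: 0% = median of the plate's neutral control wells and 100% = double that signal; a rise in the Bmi1 reporter signal indicates esBAF inhibition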
ERAP1 HTS inh: inhibitors of human ERAP1 aminopeptidase | Q9NZ08 | recombinant ERAP1, Leu-AMC fluorescence, 60 min | inhibition, % at 10.7 µM | 340,000 compounds, 0.15% hits | AID 652197;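 active means mean replicate inhibition of at least 30%, or all replicates individually reaching that 30% level; inactive means mean below 30% and not every replicate reaching it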;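 further: 0% = neutral control wells and 100% = L-leucinethiol positive control wells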
GSIS activator: GLuc luminescence reporter in INS-1E cells, primary screen for activators of glucose-dependent secretion of insulin | INS-1E GLuc reporter insulin secretion, 2-3 h | activation, % at 16.6 µM | 370,000 compounds, 0.61% hits | AID 743287;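 active means lowest replicate activation of at least 40%, so every replicate reaches that level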;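 further: 0% = median of neutral control wells and 100% = median of IBMX positive control wells; some compounds called inactive have numbers as strong as hits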
RAD52 anneal inh: RAD52 (human) annealing inhibition | 360,000 compounds, 0.46% hits | P43351 | inhibition, % at 18.7 µM | recombinant RAD52 DNA annealing, FRET fluorescence | AID 651710;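 active means every replicate showing at least 50% inhibition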
Target sequence (P43351 whole entry, looked up): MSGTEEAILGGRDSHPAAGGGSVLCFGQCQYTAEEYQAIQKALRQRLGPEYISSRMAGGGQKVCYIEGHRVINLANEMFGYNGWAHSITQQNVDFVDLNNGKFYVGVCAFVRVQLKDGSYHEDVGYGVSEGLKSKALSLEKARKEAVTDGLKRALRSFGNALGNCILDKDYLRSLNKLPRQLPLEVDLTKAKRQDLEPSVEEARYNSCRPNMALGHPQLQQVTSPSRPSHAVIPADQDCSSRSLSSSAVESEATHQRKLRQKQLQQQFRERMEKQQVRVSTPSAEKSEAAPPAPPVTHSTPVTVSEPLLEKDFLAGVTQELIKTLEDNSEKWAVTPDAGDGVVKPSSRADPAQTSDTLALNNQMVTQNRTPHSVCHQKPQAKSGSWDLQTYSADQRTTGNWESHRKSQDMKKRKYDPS
* marks the source's active call; other numbers are inactive results; / = no result given.

SMILES	RAD54 inh	ARNT-TACC3 inh	CFTR F508del cor	Xi reactivation	esBAF inh	ERAP1 HTS inh	GSIS activator	RAD52 anneal inh
CCCCCC(C)NC(=O)c1cc(S(=O)(=O)N2CCCCC2)ccc1N1CCOCC1 (configuration not stated)	10.3	/	-1.4	0.4	4.3	3.1	-38.8	-14.1
Cc1ccc(N2CCN(CC(O)COc3cccc4ccccc34)CC2)cc1 (configuration not stated)	9.0	6.4	4.7	0.1	2.6	-0.4	-52.9	-1.9
COC(=O)c1ccc(C(=O)OC)c(NC(=O)C2CCCO2)c1 (configuration not stated)	3.2	-2.4	1.7	0.0	2.1	0.1	3.9	-7.7
COc1cc(Cl)ccc1NC(=O)COc1ccccc1C(=O)NN	-5.3	-7.6	1.4	0.0	6.7	-1.3	12.3	-3.2
CC(C)c1ccccc1OCCNC(=O)c1cncc(Br)c1	2.4	-2.6	-0.6	0.1	-0.7	1.1	-8.0	-5.5
Cc1ccc(F)c(N=Cc2c(O)c3ccccc3oc2=O)c1	-6.5	-0.7	1.5	0.0	7.6	-4.5	11.7	-3.0
CCC(C)(C)NC(=O)CN(C(=O)CNS(=O)(=O)c1ccccc1)c1ccc2c(c1)OCCO2	0.7	2.1	1.7	0.0	-0.8	-2.2	0.6	-4.9
Cc1cc(N=Nc2ccc(Cl)cc2)cc(CN2CCOCC2)c1O	3.9	/	-0.2	0.0	1.3	0.7	/	-6.7
CCCC#Cc1ccc([C@H]2[C@H](C#N)N(S(=O)(=O)c3cccc(F)c3)[C@H]2CO)cc1	-4.1	-11.3	-1.7	0.1	-0.1	0.7	-18.0	-56.3
Cc1cc(C)nc(NC(=O)c2ccc(Br)s2)n1	-24.5	-3.4	-0.7	-0.1	-1.3	-5.1	-10.8	-15.5
O=C([C@H]1[C@H](CO)[C@H]2Cn3c(ccc(-c4ccccc4)c3=O)[C@@H]1N2)N1CCCCC1	2.4	0.7	/	0.4	3.4	5.4	7.1	-14.1
Cc1ccc(OCc2n[nH]c(=S)n2N)cc1C	-3.2	-7.1	1.8	0.0	-2.9	-1.1	23.3	-1.6
COC(=O)[C@@]12C[C@@H](CC(=O)N3CCN(C(=O)c4ccco4)CC3)C(=O)N(CCc3ccc(OC)c(OC)c3)C1=CCC(C)(C)C2	/	/	0.8	0.0	/	/	-10.1	-9.8
COCCCN1C2=C(C(=O)CC(C)(C)C2)C(c2ccc(OC)c(OC)c2)C2=C1CC(C)(C)CC2=O	-12.1	-8.1	0.9	0.0	-3.8	5.6	/	-12.7
COC(=O)c1ccccc1NC(=O)COC(=O)CSc1nnc(N)s1	/	-2.5	-2.7	0.3	/	-1.7	17.3	-5.4

12 compounds out of the list, arranged by SMILES length, rising.
SMILES	RAD54 inh	ARNT-TACC3 inh	CFTR F508del cor	Xi reactivation	esBAF inh	ERAP1 HTS inh	GSIS activator	RAD52 anneal inh
Cc1ccc(OCc2n[nH]c(=S)n2N)cc1C	-3.2	-7.1	1.8	0.0	-2.9	-1.1	23.3	-1.6
Cc1cc(C)nc(NC(=O)c2ccc(Br)s2)n1	-24.5	-3.4	-0.7	-0.1	-1.3	-5.1	-10.8	-15.5
CC(C)c1ccccc1OCCNC(=O)c1cncc(Br)c1	2.4	-2.6	-0.6	0.1	-0.7	1.1	-8.0	-5.5
Cc1ccc(F)c(N=Cc2c(O)c3ccccc3oc2=O)c1	-6.5	-0.7	1.5	0.0	7.6	-4.5	11.7	-3.0
Cc1cc(N=Nc2ccc(Cl)cc2)cc(CN2CCOCC2)c1O	3.9	/	-0.2	0.0	1.3	0.7	/	-6.7
COC(=O)c1ccc(C(=O)OC)c(NC(=O)C2CCCO2)c1 (configuration not stated)	3.2	-2.4	1.7	0.0	2.1	0.1	3.9	-7.7
COC(=O)c1ccccc1NC(=O)COC(=O)CSc1nnc(N)s1	/	-2.5	-2.7	0.3	/	-1.7	17.3	-5.4
Cc1ccc(N2CCN(CC(O)COc3cccc4ccccc34)CC2)cc1 (configuration not stated)	9.0	6.4	4.7	0.1	2.6	-0.4	-52.9	-1.9
CCC(C)(C)NC(=O)CN(C(=O)CNS(=O)(=O)c1ccccc1)c1ccc2c(c1)OCCO2	0.7	2.1	1.7	0.0	-0.8	-2.2	0.6	-4.9
CCCC#Cc1ccc([C@H]2[C@H](C#N)N(S(=O)(=O)c3cccc(F)c3)[C@H]2CO)cc1	-4.1	-11.3	-1.7	0.1	-0.1	0.7	-18.0	-56.3
COCCCN1C2=C(C(=O)CC(C)(C)C2)C(c2ccc(OC)c(OC)c2)C2=C1CC(C)(C)CC2=O	-12.1	-8.1	0.9	0.0	-3.8	5.6	/	-12.7
O=C([C@H]1[C@H](CO)[C@H]2Cn3c(ccc(-c4ccccc4)c3=O)[C@@H]1N2)N1CCCCC1	2.4	0.7	/	0.4	3.4	5.4	7.1	-14.1

Continued.
SMILES	RAD54 inh	ARNT-TACC3 inh	CFTR F508del cor	Xi reactivation	esBAF inh	ERAP1 HTS inh	GSIS activator	RAD52 anneal inh
Cc1cccc(S(=O)(=O)NC2CCCCCCC2)c1	0.4	-0.2	1.7	0.2	-1.7	4.9	-14.4	-2.0
O=C(c1sc2cc([N+](=O)[O-])ccc2c1Cl)N1CCCCC1	-0.6	-0.7	/	0.2	33.2	/	-8.0	/
COc1cc(/C=C/C(=O)OC(C)C(=O)NC2CCCCC2C)cc(Cl)c1OC (configuration not stated)	-5.2	/	2.8	0.0	-4.7	-0.6	-0.2	-10.5
O=C(c1ccco1)N1CCN(C(=O)C2CC(=O)N(c3ccccc3)C2)CC1 (configuration not stated)	-7.1	-6.5	0.4	0.4	-5.6	-1.3	-12.5	-4.6
COCCCNC(=S)NNC(=O)C1CC1c1ccc(C(C)(C)C)cc1 (configuration not stated)	/	2.0	-0.3	0.0	/	3.1	-44.2	-3.7
CCOC(=O)C(C)(C)NS(=O)(=O)c1ccc(Cl)c([N+](=O)[O-])c1	-0.9	0.8	/	0.0	/	2.0	/	-3.9
C[C@@H]1CN([C@@H](C)CO)C(=O)c2cc(NC(=O)Cc3cn(C)c4ccccc34)ccc2O[C@H]1CN(C)S(=O)(=O)c1cccs1	-1.2	-12.6	-2.4	0.7	0.3	-0.6	-24.3	-23.8
CC(C)Oc1ccc(C(=O)NC(=S)N2CCOCC2)cc1	2.2	-1.6	/	-0.1	/	/	63.3	/
NC(=O)c1cccc(-c2ccnc3c2CC(C(=O)NCCC(F)(F)F)O3)c1 (configuration not stated)	6.4	/	-1.8	-0.1	-5.8	-1.3	-2.1	-4.4
CCOc1ccc(CN2CCN(Cc3cc4c(cc3Cl)OCO4)CC2CCO)cc1 (configuration not stated)	3.3	-0.5	2.2	1.2	-9.6	/	-36.2	-12.4
COc1ccc(NC(=O)N(C)C[C@@H]2Oc3ccc(NS(=O)(=O)c4ccccc4)cc3C(=O)N([C@H](C)CO)C[C@@H]2C)cc1	0.2	-4.2	-1.6	0.1	0.8	3.6	12.7	4.0
COc1ccc(Nc2nc(N3CCOCC3)nc(N3CCOCC3)n2)cc1Cl	-0.5	16.6	-4.7	0.0	-5.3	3.0	7.5	-8.5
O=C(CSc1nc2c(sc3ccccc32)c(=O)n1CCCN1CCOCC1)NCC1CCCO1 (configuration not stated)	-1.7	-1.4	-1.1	-0.1	-2.1	-2.4	6.5	-2.0
CC(=O)N/C(=C\c1ccc(F)cc1)C(=O)NC(Cc1c[nH]c2ccccc12)C(=O)O (configuration not stated)	-6.7	-4.0	-0.2	1.8	/	-1.9	-5.9	-9.7
COC(=O)C1=C(C)N=c2s/c(=C/c3cccs3)c(=O)n2C1c1cccs1 (configuration not stated)	0.8	1.1	/	/	5.5	/	7.2	/
CCc1nc2ccc(C(=O)N3CCN(c4ccc([N+](=O)[O-])cc4)CC3)cc2nc1CC	2.9	5.7	3.8	0.0	-2.8	0.2	3.7	-1.4
O=C1CCC(C(=O)Nc2cccc(Br)c2)N1 (configuration not stated)	-2.6	-0.7	1.8	-0.1	3.2	-0.3	8.1	-15.2
C[C@H]1COC(=O)[C@@H](CC(=O)OC(C)(C)C)C/C=C\C[C@H](CC(=O)NCCO)C(=O)N1	6.9	-9.1	1.1	0.1	8.1	-2.2	-4.6	-0.7
CCC(=O)Nc1ccc(Oc2ccc(NC(=O)CC)c(NC(=O)CC)c2)cc1	/	-3.1	-1.7	-0.1	/	0.2	-12.5	-4.3
CNC(=O)/C(C#N)=C/c1c(N2CCN(c3ccccc3)CC2)nc2c(C)cccn2c1=O	-3.7	-2.6	2.8	0.0	6.1	-2.0	/	-19.3
Cc1ccc(C)c(NC(=O)Cc2ccc(S(=O)(=O)N3CCCCC3)s2)c1	0.5	-1.0	/	0.1	-11.0	/	-19.2	/
CN(C)c1cccc(CNC(=O)c2csc(COCCO)n2)c1	-7.9	/	0.2	-0.1	-2.2	-0.6	/	4.7
Cc1ccc(-c2noc(C3CCCN(C(=O)c4ccc(C(C)(C)C)cc4)C3)n2)o1 (configuration not stated)	0.5	-10.9	-1.0	0.2	-7.8	-3.2	-9.2	-20.1
CCOC(=O)Cc1csc2nc(-c3ccccc3)nn12	7.0	-25.9	0.3	0.1	9.4	-1.7	19.6	-9.5
COc1ccc(NC(=O)N(C)C[C@@H]2Oc3c(NS(C)(=O)=O)cccc3C(=O)N([C@H](C)CO)C[C@H]2C)cc1	6.9	-6.9	-1.1	-0.6	2.6	-0.3	29.9	1.8
COc1ccc(NC(=O)C/C(C)=N/NC(=O)c2ccncc2)c([N+](=O)[O-])c1	-4.5	5.3	-2.7	0.0	-4.2	5.2	-5.6	-10.9
Cc1cccc(-n2cnc3c(sc4nc(N5CCOCC5)c5c(c43)CCCC5)c2=O)c1	/	-5.8	-1.9	0.1	/	/	-2.2	-21.3
COc1ccc(OCCCC(=O)OCC(=O)Nc2c(C)nn(-c3ccccc3)c2C)cc1	-13.8	6.2	-0.3	0.4	-2.4	0.8	19.0	-13.4
C=CCn1c(C)nc2ccccc2c1=O	/	-1.9	1.0	0.1	/	-2.9	-5.8	-17.1
C[C@H](CO)N1C[C@H](C)[C@H](CN(C)Cc2ccc(Cl)c(Cl)c2)Oc2ccc(NC(=O)CCCCCC(=O)Nc3ccccc3N)cc2C1=O	-1.5	19.6	-1.0	0.2	-9.4	-0.6	-7.3	27.9
COc1ccc(NC(=O)CSc2nnnn2-c2ccccc2OC)c(OC)c1	-3.2	-2.4	1.3	0.3	-2.7	0.1	-5.6	-4.4
CCC(=O)N1C[C@H](O)COC[C@@H]2O[C@H](CC(=O)NCc3ccccc3Cl)CC[C@H]21	1.6	-2.3	0.2	0.1	1.5	-0.9	-4.6	10.4
C=CCN1C(=O)[C@]2(O[C@H](CCO)[C@@H]([Si](C)(C)c3ccc(OC)cc3)[C@@H]2C)c2cc(I)ccc21	-12.8	12.7	-5.2	/	/	0.8	/	-6.3
CCOC(=O)CCN(C(=O)Nc1ccccc1)C1CCCCC1	-9.6	-2.4	3.2	0.1	18.8	3.2	4.5	-16.8
COc1ccc(OCC(=O)NNC(=O)Nc2cccc(Cl)c2)cc1	2.7	-25.8	0.2	4.1	-3.5	-3.6	2.3	-3.2
O=[N+]([O-])c1ccc(NS(=O)(=O)c2ccc(Cl)c(Cl)c2)cc1	/	/	3.1	0.0	/	3.0	-13.3	-4.7
O=C(CN1C(=O)NC2(CCCCC2)C1=O)Nc1cc(C(F)(F)F)ccc1N1CCCCC1	4.5	0.5	2.4	5.5	-2.7	1.0	-24.8	-15.1
CN(C)/N=C/c1ccc(OC(=O)c2cccc([N+](=O)[O-])c2)cc1	-10.4	2.2	-0.2	-0.1	-2.7	-1.3	-4.8	-12.1

Source: PubChem BioAssay (Broad Institute)
